# Screening results deposited in PubChem by several laboratories.
# TbMetRS inhib – T. brucei MetRS inhibitors, primary screen, biochemical, luminescence | methionyl-tRNA synthetase (Trypanosoma brucei brucei) | purified T. brucei MetRS, ATP depletion, Kinase-Glo luminescence | inhibition, % at 11.9 µM | actives 0.4% (n = 360,000) | AID 624268, 2012;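 active = inhibition above a per-plate cutoff of the control wells' mean inhibition plus 3 SD, cut at about 5.5% in these data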;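 also: 0% = DMSO wells median and 100% = median of wells with control inhibitor compound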
#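 Dosing: 11.9 µM single point; system: parasite MetRS enzyme; technique: luminescence of leftover ATP; times: 15 min enzyme-compound preincubation, 2 h reaction, 10 min detection, 25 °C; replicates: each compound tested once; read-out basis: percent inhibition relative to median high and low control wells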
# Scp1 inh – Scp-1 phosphatase inhibitors, primary screen, biochemical, colorimetric, uHTS; Carboxy-terminal domain RNA polymerase II polypeptide A small phosphatase 1 (Homo …; Recombinant Scp1, phosphopeptide, malachite green phosphate absorbance; inhibition, % at 20 µM; actives 0.88% (n = 340,000); AID 493091, 2011;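 active = inhibition above about 50% at 20 µM, limit read from the data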;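 also: plate controls were DMSO wells with enzyme for no effect and wells lacking enzyme for full effect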
#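 Test system: SCP-1 phosphatase catalytic domain, residues 76-261 | Compound dosing: One concentration, 20 µM, with 1.0% DMSO | Schedule: 45 min room-temperature reaction, 5 min colour, 30 min stabiliser | Detection: Absorbance at 630 nm | Read-out basis: % inhibition of SCP-1 phosphate liberation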
# Rpn11 block – Rpn11 (PSMD14) deubiquitinase inhibitors, primary screen, biochemical, fluorescence polarization, uHTS | human 26S proteasome, Ub4-pepOG fluorescence polarization; 20S core pre-blocked with epoxomicin | 26S proteasome non-ATPase regulatory subunit 14 (Homo sapiens), O00487 | calls only at 20 µM | AID 588493, 2011 | actives 0.59% (n = 360,000);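 active = inhibition at 20 µM, scaled to each plate's controls, above about 33%, limit read from the data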
# CSN inh – inhibitors of CSN-mediated cullin deneddylation, primary screen, biochemical, fluorescence polarization, uHTS; inhibition, % at 12.5 µM; COP9 signalosome complex subunit 5 (Homo sapiens), Q92905; Purified CSN, SCF-Nedd8-OG deneddylation; actives 0.38% (n = 360,000); AID 651999, 2013;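 active = pattern-corrected inhibition above about 35%, with an unprinted fluorescence ratio check between 0.5 and 1.5, limit read from the data, passing the limit was not always enough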;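 also: 0% = enzyme with substrate and 100% = substrate without enzyme; some results filed as inactive read as strong as hits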
#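 Material: purified human Csn5 enzyme expressed in HEK293T cells / Medium: Tris buffer pH 7.5, NaCl, DTT, Tween-20, trehalose, ovalbumin / Compound dosing: 12.5 µM single point / Schedule: 90 min incubation of compound, enzyme and substrate at room temperature / Signal: fluorescence polarization of the substrate / Control set: no-enzyme wells high, enzyme-with-substrate wells low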
# MsrA inhibitor – bovine MsrA enzyme inhibitors, primary screen, biochemical, absorbance, HTS | purified bovine MsrA, absorbance read-out | inhibition, % at 15.5 µM | actives 0.75% (n = 360,000); in the data active = inhibition above about 4.5%;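 also: 0% = vehicle wells with enzyme and 100% = reference inhibitor wells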
# LMPTP inh – LMPTP phosphatase inhibitors, primary screen, biochemical, fluorescence intensity, uHTS. Low molecular weight phosphotyrosine protein phosphatase (Homo sapiens), P24666. recombinant LMPTP-A, OMFP fluorogenic substrate. inhibition, % at 20 µM. actives 0.22% (n = 360,000);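 active = compounds that cut the enzyme signal by at least half of the control window in the single-dose screen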;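 also: plate controls were DMSO wells with enzyme plus substrate for no effect and substrate without enzyme for full effect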
#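 Assay system: LMPTP-A, protein tyrosine phosphatase of low molecular weight / Medium: pH 6.0 Bis-Tris buffer with DTT and Triton X-100 / Schedule: 50 min enzyme reaction at room temperature, protected from light / Measured by: endpoint fluorescence intensity from OMFP dephosphorylation / Read-out basis: % inhibition relative to no-enzyme and uninhibited control wells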
# DNMT1 inh – human DNMT1 methyltransferase inhibitors, primary screen, biochemical, molecular beacon, fluorescence, HinP1I cleavage, uHTS. AID 588458, 2011. DNA (cytosine-5)-methyltransferase 1 (Homo sapiens), P26358. inhibition (reported as % activation of signal), % at 10 µM. actives 0.83% (n = 360,000); in the data active = inhibition above about 50%
# Target sequence (P26358 504-1616 limits assumed): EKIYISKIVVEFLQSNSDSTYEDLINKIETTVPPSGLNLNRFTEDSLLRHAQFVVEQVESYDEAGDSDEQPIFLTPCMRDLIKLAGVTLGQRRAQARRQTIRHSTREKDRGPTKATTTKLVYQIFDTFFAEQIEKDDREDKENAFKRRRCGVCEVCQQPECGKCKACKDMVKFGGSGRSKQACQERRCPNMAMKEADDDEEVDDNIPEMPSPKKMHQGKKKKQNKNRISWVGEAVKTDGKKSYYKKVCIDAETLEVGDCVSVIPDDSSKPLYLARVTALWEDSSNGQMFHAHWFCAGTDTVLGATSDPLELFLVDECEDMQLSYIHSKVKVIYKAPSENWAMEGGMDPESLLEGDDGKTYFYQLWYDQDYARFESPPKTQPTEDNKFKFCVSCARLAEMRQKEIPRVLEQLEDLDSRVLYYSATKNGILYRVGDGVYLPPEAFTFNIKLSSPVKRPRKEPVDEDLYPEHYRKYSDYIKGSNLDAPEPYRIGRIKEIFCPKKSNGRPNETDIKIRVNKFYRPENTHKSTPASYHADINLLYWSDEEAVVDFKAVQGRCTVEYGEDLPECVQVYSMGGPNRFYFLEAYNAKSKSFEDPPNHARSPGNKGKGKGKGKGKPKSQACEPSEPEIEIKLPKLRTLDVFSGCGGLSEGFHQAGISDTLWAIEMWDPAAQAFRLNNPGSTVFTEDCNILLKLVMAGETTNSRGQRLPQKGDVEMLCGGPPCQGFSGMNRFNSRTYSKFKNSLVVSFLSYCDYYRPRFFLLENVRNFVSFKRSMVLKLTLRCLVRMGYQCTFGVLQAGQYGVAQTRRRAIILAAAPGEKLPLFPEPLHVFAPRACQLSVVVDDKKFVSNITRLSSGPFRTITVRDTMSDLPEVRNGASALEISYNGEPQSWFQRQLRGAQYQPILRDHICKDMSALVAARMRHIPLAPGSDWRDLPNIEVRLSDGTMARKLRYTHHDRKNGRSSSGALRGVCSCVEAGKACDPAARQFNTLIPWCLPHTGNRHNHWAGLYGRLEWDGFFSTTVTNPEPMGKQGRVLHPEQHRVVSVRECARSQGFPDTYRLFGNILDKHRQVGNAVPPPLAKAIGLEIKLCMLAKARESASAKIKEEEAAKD
# SUMO1-SIM PPI – modulators of SUMO1 protein-protein interactions, primary screen, biochemical, uHTS | Small ubiquitin-related modifier 1 (Homo sapiens), P63165 | SUMO1 binding to a labelled peptide, TR-FRET, 1 h | inhibition, % at 20 µM | actives 0.33% (n = 360,000) | AID 602429, 2012; in the data active = inhibition above about 37%
# STEP inh – STEP phosphatase inhibitors, primary screen, biochemical, fluorescence intensity, uHTS; actives 0.25% (n = 360,000); inhibition, % at 20 µM; Tyrosine-protein phosphatase non-receptor type 5 (Homo sapiens), P54829; recombinant STEP, OMFP fluorogenic substrate;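 active = inhibition at 20 µM, scaled per plate between control wells, above about 37%, limit read from the data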;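 also: 0% = DMSO with enzyme and substrate and 100% = substrate only without enzyme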
#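 Assay system: isolated STEP enzyme. Buffer or medium: pH 6.0 Bis-Tris with DTT and Tween 20. Also added: fluorogenic phosphatase substrate OMFP at 25 µM final. Dosing: 20 µM, 1% DMSO. Timing: 20 min reaction, room temperature, in the dark. Measured by: fluorescence intensity, excitation 480 nm, emission 540 nm. Evaluation: normalized % inhibition.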
# NadD block – inhibitors of S. aureus NadD, primary screen, biochemical, colorimetric, uHTS; Nicotinate-nucleotide adenylyltransferase NadD (Staphylococcus aureus N315); purified NadD enzyme, colorimetric absorbance read-out; inhibition, % at 20 µM; actives 0.78% (n = 360,000); AID 602399, 2012; in the data active = inhibition above about 26%; also: some compounds past the cut are filed as inactive
# Numbers without * were called inactive; i = inactive; x = not tested or not shown.
SMILES	TbMetRS inhib	Scp1 inh	Rpn11 block	CSN inh	MsrA inhibitor	LMPTP inh	DNMT1 inh	SUMO1-SIM PPI	STEP inh	NadD block
NS(=O)(=O)c1ccc(CCNC(=O)Nc2ccc(Cl)c(Cl)c2)cc1	15.2*	0.0	i	1.7	0.2	-0.1	-1.7	-0.5	-2.4	-8.4
COc1ccc(Oc2nc(-c3ccncc3)nc3ccccc23)cc1	-0.4	-3.8	i	-5.8	-1.1	2.4	0.3	-3.7	3.2	1.9
CCN(CC)c1ccc(C2Nc3cccc4cccc(c34)N2)cc1	0.2	-4.5	i	0.0	2.1	5.9	-22.0	-11.2	3.2	10.0
CCCCn1c(/C=N/Nc2nc3ccccc3[nH]2)nc2ccccc21	-0.3	0.0	i	-0.3	1.2	5.6	-3.5	-1.2	3.2	16.1
COc1ccc(CN2CCN(c3ccccn3)CC2)cc1OCc1ccccc1	0.1	-2.8	i	0.9	-0.6	2.4	-0.7	2.2	0.7	4.0
CCCCNC(=O)C(NC(=O)c1cccc2ccccc12)C(=O)c1ccccc1 (centres undefined)	-1.1	x	i	1.0	0.1	0.7	0.5	-2.4	1.7	-3.6
CSCCC(NC(=O)COc1ccccc1)C(=O)NCC(C)(C)N1CCOCC1 (centres undefined)	-0.2	x	i	-4.8	0.6	-1.3	1.9	5.4	-5.0	4.3
CCOC(=O)C1=C(C)OC(N)=C(C#N)C1c1cc(F)ccc1F (centres undefined)	-0.5	-8.0	i	2.1	-0.8	0.0	1.7	1.6	1.2	-0.7
Cc1nc2ccccc2c(=O)n1NC(=O)c1ccco1	-0.9	-6.7	i	4.5	1.0	-1.8	2.6	-1.2	4.0	7.4
CC1CCN(C(=O)CN2C(=O)c3cccc4cccc(c34)C2=O)CC1	0.6	-11.7	i	8.9	0.7	0.3	-0.1	-27.5	-1.9	-1.7
Cc1ccc(NC(=O)CSCC(=O)NCc2cccc(C(F)(F)F)c2)cc1	0.0	-2.7	i	2.1	-0.1	1.0	3.4	-4.2	-0.9	-8.3
O=[N+]([O-])c1ccccc1-c1ccc(C(=S)N2CCCCC2)o1	1.1	-20.5	i	5.3	-0.2	1.6	-8.2	-22.5	8.0	-1.9
O=C(Nc1nnc(-c2ccc(Cl)cc2)o1)NC1CCCCC1	-0.3	-13.0	i	-0.6	-0.4	-0.4	3.4	7.4	0.1	9.9
O=C(Nc1ccc(S(=O)(=O)N2CCCC2)cc1)C1CC(=O)N(c2ccc(F)cc2)C1 (centres undefined)	0.8	-5.8	i	-3.0	-1.7	4.4	-0.7	4.0	4.0	-3.1
CCC(NC(=O)c1cc(COc2cc(C)c(Cl)c(C)c2)on1)c1ccncc1 (centres undefined)	-0.9	-2.0	i	5.3	1.6	1.6	-3.9	4.3	0.6	-6.2
CC(c1ccco1)N(C(=O)c1ccccc1NS(=O)(=O)c1ccc(Cl)c([N+](=O)[O-])c1)c1ccccn1 (centres undefined)	-0.1	-30.4	i	-0.4	0.8	1.3	-0.4	-9.8	-1.9	10.9
O=C(COC(=O)/C=C/c1cccs1)NC1CCCCC1	-0.4	-6.1	i	-3.8	2.8	-0.8	0.9	-18.2	0.9	-2.9
CC(C)c1onc(C(=O)N2C(C)CCCC2C)c1[N+](=O)[O-] (centres undefined)	-0.2	-5.5	i	-5.8	0.1	-1.9	8.8	-0.6	2.8	-2.9
COc1ccc(CN2CCN(S(=O)(=O)c3ccc(C)cc3)CC2)cc1Br	-0.4	-2.5	i	4.6	0.4	1.5	-7.1	1.2	-1.6	5.0
Cn1cc([N+](=O)[O-])c(C(=O)Nc2ccc(Br)cn2)n1	-0.2	-0.3	i	0.1	-0.2	-1.3	-1.6	-19.1	11.8	-6.3
CC1CCc2c(sc(Nc3nc4c(F)cccc4s3)c2C(N)=O)C1 (centres undefined)	-0.6	-5.3	x	11.6	1.5	2.5	-10.8	-3.0	2.8	36.2*
CC(C)(C)n1nnnc1C(c1cccs1)N1CCN(Cc2ccccc2)CC1 (centres undefined)	-0.8	-1.1	i	-2.5	0.0	-1.4	0.7	1.0	1.5	-2.3
COCC(C)NC(=O)COc1nncc2ccccc12 (centres undefined)	0.0	-7.4	i	-7.9	0.6	0.1	-0.8	0.0	1.2	-0.8
O=C(/C=C/c1cccc([N+](=O)[O-])c1)NC1CC2CCC1C2 (centres undefined)	-0.8	1.3	i	-9.1	0.6	-2.3	-3.9	-20.0	-3.2	-7.0
CC[N+]1(CC)CC2=Cc3c(ccc4ccccc34)CC2C1 (centres undefined)	0.0	-12.7	i	2.4	1.6	0.3	1.8	-11.3	1.1	3.0

# Laid out differently: entries from further up
COc1ccc(CN2CCN(c3ccccn3)CC2)cc1OCc1ccccc1
  TbMetRS inhib = 0.1
  Scp1 inh = -2.8
  Rpn11 block = i
  CSN inh = 0.9
  MsrA inhibitor = -0.6
  LMPTP inh = 2.4
  DNMT1 inh = -0.7
  SUMO1-SIM PPI = 2.2
  STEP inh = 0.7
  NadD block = 4.0
CCCCNC(=O)C(NC(=O)c1cccc2ccccc12)C(=O)c1ccccc1 (centres undefined)
  TbMetRS inhib = -1.1
  Scp1 inh = x
  Rpn11 block = i
  CSN inh = 1.0
  MsrA inhibitor = 0.1
  LMPTP inh = 0.7
  DNMT1 inh = 0.5
  SUMO1-SIM PPI = -2.4
  STEP inh = 1.7
  NadD block = -3.6
CSCCC(NC(=O)COc1ccccc1)C(=O)NCC(C)(C)N1CCOCC1 (centres undefined)
  TbMetRS inhib = -0.2
  Scp1 inh = x
  Rpn11 block = i
  CSN inh = -4.8
  MsrA inhibitor = 0.6
  LMPTP inh = -1.3
  DNMT1 inh = 1.9
  SUMO1-SIM PPI = 5.4
  STEP inh = -5.0
  NadD block = 4.3
CCOC(=O)C1=C(C)OC(N)=C(C#N)C1c1cc(F)ccc1F (centres undefined)
  TbMetRS inhib = -0.5
  Scp1 inh = -8.0
  Rpn11 block = i
  CSN inh = 2.1
  MsrA inhibitor = -0.8
  LMPTP inh = 0.0
  DNMT1 inh = 1.7
  SUMO1-SIM PPI = 1.6
  STEP inh = 1.2
  NadD block = -0.7

# More records
SMILES	TbMetRS inhib	Scp1 inh	Rpn11 block	CSN inh	MsrA inhibitor	LMPTP inh	DNMT1 inh	SUMO1-SIM PPI	STEP inh	NadD block
Nc1nonc1-c1noc(-c2ccc(Br)o2)n1	0.7	-2.2	i	9.3	-0.5	-1.1	2.9	-7.4	-3.4	8.7
CC(C)(C)c1ccccc1OCCOCCSc1ncccn1	-0.9	-2.3	i	0.2	-0.3	2.3	-1.4	0.6	2.3	-7.4
CC(C)c1cccc(C(C)C)c1NC(=O)OC1CCCCC1	-0.7	x	i	-2.1	-1.0	1.2	12.1	3.0	0.7	-2.7
CCOC(=O)c1ccc(NC(=S)N2CCCC2c2ccc(OC)c(OC)c2)cc1 (centres undefined)	-0.4	-15.5	i	-2.2	-0.4	0.7	-1.0	2.0	1.6	-6.9
Cc1occc1C(=O)Nc1c(Cl)cccc1Cl	0.0	-4.6	i	1.8	0.8	0.7	2.3	4.2	-0.7	-1.3
CCc1noc(C)c1C(=O)NC1CCCc2c1cnn2-c1cc(C)cc(C)c1 (centres undefined)	-0.5	-2.5	i	-2.8	0.5	-0.1	2.7	1.7	-1.4	-4.0
NC(=O)c1nn(-c2ccccc2)nc1NC(=O)CSc1nnnn1-c1ccc(Cl)cc1	0.5	-3.7	i	6.4	-1.1	3.4	-8.2	0.4	-0.2	4.0
COc1ccc2c(c1OC)C(=O)N1C2SC(C)(C)[C@H]1C(=O)NCCCOC(C)C (some centres undefined)	-0.3	-10.6	i	2.7	0.7	-2.8	1.6	7.3	-3.7	-2.3
CCc1cccc(CC)c1NC(=O)CN1C2CCCC1CC(NC(=O)Nc1cccc(OC)c1)C2 (centres undefined)	-1.2	-1.7	i	0.3	-0.3	-1.2	-3.0	-1.9	-2.2	-8.0
Cc1ccc(C(=O)Oc2ccc(C(=O)COC(=O)c3cnccn3)cc2)cc1	-0.5	-7.0	i	-6.1	-0.2	-0.9	-1.9	-1.9	2.3	-4.1
O=C(NCc1ccco1)c1cccc(C(F)(F)F)c1	0.2	-9.6	i	2.5	-0.6	-0.7	-14.2	4.0	-2.9	-2.1
O=C(c1ccc2c(c1)OCCO2)N1CCCCC1	-1.0	3.6	i	2.1	-0.4	-1.8	-3.3	-2.0	-1.6	-3.7
O=C(CSc1ccccc1C(=O)O)c1ccc(Cl)cc1	-0.5	-12.8	i	-4.7	0.2	-3.6	1.0	2.7	-1.7	-11.0
Cc1nc2ccccc2c2c1CC(C)S2 (centres undefined)	0.4	-9.0	i	1.9	0.3	9.5	-0.8	-10.5	3.7	-5.8
Cc1cc(C(F)(F)F)nc(SCC(=O)NC2=NC(=O)C(C)S2)n1 (centres undefined)	0.3	-2.7	i	0.6	1.0	1.5	-0.9	-4.2	6.1	1.0
O=C(NCc1ccc2c3c(cccc13)C(=O)N2)c1cccs1	-0.6	-10.6	i	4.5	1.7	-1.0	1.2	-16.6	-0.8	-3.2
CO[C@@H]1CN(C)C(=O)c2cc(NC(=O)C3CC3)ccc2OC[C@H](C)N(C(=O)CN2CCOCC2)C[C@@H]1C	-0.5	x	x	-3.3	-0.5	-1.2	x	-2.8	x	x
